# GLP-1R inv ag: qHTS of GLP-1 Receptor Inverse Agonists (Inhibition Mode); HEK293 GLP-1R CRE-luciferase, luminescence, 24 h; GLP-1R form is constitutively active; 410,000 compounds, 1.6% hits; Potency, µM (top dose mostly 38.3 µM), for the others: top-dose activity change, negative = inhibition, most hits filed as inhibitors; also: potency is read from the fitted curve at half-maximal effect; % is scaled to controls: 0 for no effect and ±100 for the full control effect; nearly all actives have a fitted effect of over 55% in size
# Target sequence (P43220 whole entry, looked up): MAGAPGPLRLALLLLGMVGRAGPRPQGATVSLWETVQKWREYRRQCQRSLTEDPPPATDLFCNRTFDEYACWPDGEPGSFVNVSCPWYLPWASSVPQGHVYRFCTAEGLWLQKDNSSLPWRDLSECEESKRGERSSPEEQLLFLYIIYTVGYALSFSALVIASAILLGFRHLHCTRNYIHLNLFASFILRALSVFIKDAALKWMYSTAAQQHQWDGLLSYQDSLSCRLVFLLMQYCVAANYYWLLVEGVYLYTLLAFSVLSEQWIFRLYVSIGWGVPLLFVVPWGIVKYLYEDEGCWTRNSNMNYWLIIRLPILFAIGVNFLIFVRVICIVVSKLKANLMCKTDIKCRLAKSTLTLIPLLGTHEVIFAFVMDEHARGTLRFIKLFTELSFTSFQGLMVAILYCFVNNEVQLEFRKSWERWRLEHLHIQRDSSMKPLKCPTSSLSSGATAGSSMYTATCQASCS
#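 Assay principle: reduced luminescence from a cAMP-responsive reporter in HEK293 cells co-expressing a constitutively active GLP-1R. Conditions: 24 hr compound incubation, 37 deg C, 5% CO2.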
# pAkt inh: HTS Assay for Inhibitors of Akt Phophorylation: Primary Screen. Neuro2A IGF-stimulated pAkt S473 HTRF, 20 min; hits give low values. activity change, % for hits at 50 µM. 360,000 compounds, 0.32% hits; in the data active = activity change below about -80%; inconclusive = mostly about -51% to -80%; also: % is scaled to controls: 0 for no effect and ±100 for the full control effect
#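 Neuro2A cells in DMEM with 0.5% FBS, overnight at 37 deg C, given compound at single 50 µM final, then IGF (6 nM final) for 20 min at 37 deg C. Lysed; phospho-Akt Ser473 by HTRF after 24 h, 665/615 ratio.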
# HEK293 tox: qHTS of GLP-1 Receptor Inverse Agonists: Cytotox Screen. HEK293 cAMP-luciferase reporter cells, luminescence, 24 h. Potency, µM (doses to about 38.3 µM), for the others: at the top dose activity change, negative = inhibition, usual class: inhibitors. 410,000 compounds, 0.13% hits;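 also: loss of luciferase light is scored as toxicity; potency is read from the fitted curve at half-maximal effect; % is scaled to controls: 0 for no effect and ±100 for the full control effect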
#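 Here, cytotoxicity is scored as loss of luminescence. The MLSMR collection was tested on cells seeded in medium containing 10% Nu serum, with a 24 hr compound exposure preceded by 12 hours of culture.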
# MmCpn inh: Inhibitors of TCP-1 ring complex (TRiC) of Methanococcus maripaludis (MmCpn): qHTS; Chaperonin Mm-Cpn (Methanococcus maripaludis); purified Mm-Cpn ATPase, ADP Transcreener TR-FRET; Potency, µM (series often up to 76.9 µM), without a hit: at the highest dose activity, negative = inhibition, usual class: inhibitors; 330,000 compounds, 0.031% hits; AID 504842, 2011; also: potency is read from the fitted curve at half-maximal effect; % is scaled to controls: 0 for no effect and ±100 for the full control effect; nearly all actives have a fitted effect of over 80% in size
#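 25 nM Mm-CPN + cpd, 10 min 37°C; + 10 uM ATP, 30 min 37°C; buffer 30 mM Tris pH 7.4, 100 mM KCl, 5 mM MgCl2, 1 mM DTT; Transcreener ADP HTRF detection 30 min RT.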
# Abeta yeast res: qHTS for compounds that reverse cellular toxicity of Amyloid beta (A-beta) peptide in yeast: Primary Screen; Potency, µM (titrated, usually from 46.1 µM), inactives show at the top dose growth rescue, usual class: activators; 410,000 compounds, 0.063% hits; yeast expressing A-beta42, growth rescue, OD600, 48 h; response scale: 0% DMSO, 100% iron-clioquinol control; also: potency is read from the fitted curve at half-maximal effect; nearly all actives have a fitted effect of over 55% in size
#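 Yeast A-beta toxicity model in growth medium with pinned compounds, 48 h at 30 C; growth read as absorbance at 600 nm. Normalized to FeCl3/clioquinol equimolar mix (positive) and DMSO (negative).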
# FUS suppressor: qHTS for Suppressors of FUS Proteinopathy: Primary screen using FUS-linked yeast assay. S. cerevisiae FUS-expressing, growth rescue, OD600, 24 h. Potency, µM (titrated, usually from 76.6 µM), without a hit: at the highest dose growth rescue (activation), actives largely listed as activators. 390,000 compounds, 0.24% hits;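 also: potency is read from the fitted curve at half-maximal effect; plate controls were DMSO vehicle for no effect and reference control for full effect; nearly all actives have a fitted effect of over 55% in size; some results filed as inactive show a strong effect at the top dose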
#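 Compound concentration series was pinned onto galactose-induced FUS-expressing yeast seeded at OD 0.005. Plates sat 24hr at 30C; absorbance at 600 nm gave growth. DMSO served as background control.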
# aSyn yeast inh: qHTS of alpha-syn Inhibitors; Yeast expressing alpha-synuclein, growth rescue, BacTiter-Glo, 24 h; Potency, µM (highest dose often 46.1 µM), without a hit: top-dose growth rescue (activation), actives largely listed as activators; 370,000 compounds, 0.14% hits; AID 652106, 2013; also: potency is read from the fitted curve at half-maximal effect; % of control where 0% means no effect; nearly all actives have a fitted effect of over 65% in size
#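 Screening used galactose-induced yeast with toxic alpha-synuclein levels, exposed to compound for 24 hr at 30 deg C. Cell growth, read with BacTiter-Glo luminescence, gave the measured signal.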
# TDP43 rescue: qHTS of TDP-43 Inhibitors; TDP-43 expressing yeast growth rescue, BacTiter-Glo, 24 h; Potency, µM (doses to about 46.1 µM), inactives show top-dose growth rescue (activation), most hits filed as activators; 410,000 compounds, 1.8% hits; AID 652104, 2013; also: potency is read from the fitted curve at half-maximal effect; % of control where 0% means no effect; nearly all actives have a fitted effect of over 50% in size
#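 Galactose-induced TDP-43 yeast, OD600=0.02, compound pinned; 24 hr, 30 deg C; BacTiter-Glo luminescence for growth. Inhibitors of TDP-43 toxicity read as activators.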
# PTHR1 ag: qHTS for PTHR1 Agonists: Primary Screen; Parathyroid hormone/parathyroid hormone-related peptide receptor (Homo sapiens), Q03431; HEK293 GP2 PTHR1 cells, GloSensor cAMP luminescence, 1 h; Potency, µM (titrated, usually from 115 µM), for inactives: at the highest dose activation, usual class: activators; 410,000 compounds, 0.075% hits; AID 743266, 2014; also: potency is read from the fitted curve at half-maximal effect; nearly all actives have a fitted effect of over 55% in size; some results filed as inactive show a strong effect at the top dose; inactives centre near -15; many of its hits are not listed in these tables
# Target sequence (Q03431 whole entry, looked up): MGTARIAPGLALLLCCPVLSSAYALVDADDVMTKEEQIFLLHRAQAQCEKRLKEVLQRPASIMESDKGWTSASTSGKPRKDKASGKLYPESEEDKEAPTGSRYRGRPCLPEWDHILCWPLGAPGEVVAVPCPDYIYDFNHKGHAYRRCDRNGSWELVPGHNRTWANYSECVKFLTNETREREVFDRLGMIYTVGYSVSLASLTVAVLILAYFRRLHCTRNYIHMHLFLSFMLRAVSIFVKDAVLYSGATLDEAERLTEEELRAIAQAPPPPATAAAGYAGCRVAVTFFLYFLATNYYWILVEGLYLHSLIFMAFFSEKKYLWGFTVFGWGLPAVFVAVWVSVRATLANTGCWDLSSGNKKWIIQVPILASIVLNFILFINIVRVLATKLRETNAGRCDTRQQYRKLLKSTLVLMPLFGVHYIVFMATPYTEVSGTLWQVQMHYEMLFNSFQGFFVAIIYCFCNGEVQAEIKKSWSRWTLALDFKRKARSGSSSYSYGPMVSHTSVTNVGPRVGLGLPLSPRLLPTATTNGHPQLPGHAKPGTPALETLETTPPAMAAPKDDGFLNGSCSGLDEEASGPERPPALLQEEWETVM
#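 HEK-293-derived GP2 cells expressing PTHR1 and a GloSensor cAMP reporter, 3,000/well, plated overnight, given luciferin plus IBMX (each 0.5 mM as added) for 1 h at 37 °C, then compound for 1 h at 37 °C. Luminescence was read after 15 min at room temperature.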
# * = called active by the depositor; i = inactive; ? = inconclusive; · = no result given; & = joins results of further samples; ! = not confirmed by another sample; [ ] = another dose, or the depositor's remark. Unless noted, calls follow the shape of the dose curve; as a rule, active = well fitted curve in the direction sought with a large enough effect; inconclusive = small, poorly fitted or top-dose-only effect, or another doubt; inactive = no such curve, though single readings can be large; an effect the other way counts as inactive or inconclusive. A portion of the library; the hit share may differ from the screen's.
SMILES,GLP-1R inv ag,pAkt inh,HEK293 tox,MmCpn inh,Abeta yeast res,FUS suppressor,aSyn yeast inh,TDP43 rescue,PTHR1 ag
CC1(C)Cc2c(sc3nc4n(-c5ccccc5)c(=O)c(CCC(=O)O)nn4c(=O)c23)CO1,1%,i,-5%,2%,19%,32%,5%,7%,i
Cc1ccccc1CNS(=O)(=O)c1ccccc1[N+](=O)[O-],-23%,i,14%,3%,4%,1%,0%,?,-8%
O=C(c1ccc2c3c(cccc13)CC2)C1CCCN(C(=O)c2ccc(=O)[nH]c2)C1 (configuration not stated),-20%,i,-4%,2%,-1%,54%,-1%,-4%,i
COc1ccc(NS(=O)(=O)c2ccc(NC(=S)NC(=O)C(C)C)cc2)cc1,?,i,-19%,-2%,0%,16%,-8%,11%,-17%
Cc1cc(=O)[nH]c(N2CCOCC2)n1,-1%,i,2%,-2%,-13%,17%,-1%,-31%[inhibitor],-49%[inhibitor]
CCc1ccc(CNC(=O)c2ccc(-c3nc(CS(=O)(=O)c4ccccc4)c(C)o3)cc2)cc1,-6%,·,2%,·,-11%,-9%,·,20%,-20%
CCN(CC(=O)NCCC1=CCCCC1)S(=O)(=O)c1ccccc1,?,i,-2%,-1%,-6%,9%,8%,-1%,-2%
CCN(CC)C(=O)c1cc(-c2ccc(Br)cc2)on1,0%,i,2%,-1%,9%,10%,0%,-5%,-18%[57.5 µM]
Cc1cccc(OCC(=O)Nc2ccc3c(c2)nc2n3CCOC2)c1,12%,i,-2%,0%,0%,·,0%,4%,-8%
Cc1cccc(N2CCN(C(=O)CCc3nc4ccccc4c(=O)[nH]3)CC2)c1C,?,i,?,0%,13%,5%,8%,1%,i
COc1ccc(N2C(=O)CC(NC3CC3)C2=O)cc1 (configuration not stated),-11%,i,-1%,1%,10%,-16%,0%,17%,-11%[57.5 µM]
COCCCn1c(SCC(=O)Nc2ccccc2)nnc1-c1ccncc1,10%,i,-16%,-1%,0%,7%,3%,14%,i
CC(C)(C)OC(=O)C[C@H]1C/C=C\C[C@@H](CC(=O)NCCO)C(=O)NC[C@H](c2ccccc2)OC1=O,6%,i,2%,2%,9%,1%,2%,24%,i
O=C1CC(c2nc3ccccc3n2CCC2CCCCC2)CN1c1ccccc1Cl (configuration not stated),1%,·,9%,·,10%,3%,·,16%,i
O=C(Nc1ccc(-c2nnc(-c3ccccc3)o2)cc1)C(F)(F)F,20%,i,-6%,0%,0%,·,-6%,13%,i
O=C(c1cc(C2CC2)nn1-c1ccccc1)N1CCN(Cc2c(F)cccc2Cl)CC1,?,i,1%,-7%,-7%,7%,-6%,6%,0%
CC(NC(=O)CN1c2cccc3cccc(c23)S1(=O)=O)c1ccccc1 (configuration not stated),-12%,i,3%,·,3%,-11%,10%,-3%,-34%[inhibitor]
C=CCc1ccccc1OCC(O)CN1CCN(c2ccccc2OC)CC1 (configuration not stated),?,i,-24%&-6%,-2%,26%&2%,21%&-17%,7%&3%,-16%&9%,-14%[57.5 µM]
NC(=O)C1(S(=O)(=O)c2ccccc2)CCCCC1,4%,i,5%,1%,2%,-12%,3%,15%,?
Cc1ccc(N=Cc2ccc(N(C)C)cc2)cc1C,14%,i,11%,1%,-5%,-13%,2%,17%,-16%
O=c1[nH]n(-c2ccccc2)c(=O)c(Cl)c1Cl,12%,·,16%,-2%,?,7%,3%,-2%,-18%[57.5 µM]
CCN(CC)c1ccc(NC(=S)NC(=O)Cc2ccccc2)cc1,?,i,-18%,-2%,24%,·,-5%,14%,i
Cc1cccc(C2CC(=O)Nc3cc4c(cc32)OCO4)c1 (configuration not stated),?,·,-22%,·,8%,19%,·,?,i
NC(=NCCc1ccccc1)NS(=O)(=O)c1ccc2ccccc2c1,?,i,?,-1%,26%,·,3%,12%,i
COc1ccc(CC(=O)Nc2cc(C)ccn2)cc1,8%,i,-6%,-4%,-5%,29%,-4%,1%,-7%[57.5 µM]
Cc1cc(C(C)(C)C)oc1C(=O)N(CC(=O)NC1CCCC1)c1c(C)cccc1C,?,i,?,0%,-28%,39%,-70%[inhibitor],-40%[inhibitor],i
Cc1nn(C)c(C)c1NC(=O)CSc1nnc(C)n1-c1ccccc1,0%,i,-3%,0%,4%,12%,-8%,-7%,-7%
CC1Cc2ccccc2N1C(=O)CSc1ccccn1 (configuration not stated),-13%,i,-1%,·,1%,-7%,11%,?,i
O=C(NCCN1Cc2ccccc2C1=O)c1cccs1,25%,i,29%,-6%,3%,2%,0%,8%,-3%
CC(C)c1cc(C(=O)OCC(=O)NC2CCS(=O)(=O)C2)c(O)c(C(C)C)c1 (configuration not stated),14%,i,3%,·,3%,-46%,-2%,-5%,i

# The closing 2 compounds of the section before come first, to join the parts:
SMILES,GLP-1R inv ag,pAkt inh,HEK293 tox,MmCpn inh,Abeta yeast res,FUS suppressor,aSyn yeast inh,TDP43 rescue,PTHR1 ag
O=C(NCCN1Cc2ccccc2C1=O)c1cccs1,25%,i,29%,-6%,3%,2%,0%,8%,-3%
CC(C)c1cc(C(=O)OCC(=O)NC2CCS(=O)(=O)C2)c(O)c(C(C)C)c1 (configuration not stated),14%,i,3%,·,3%,-46%,-2%,-5%,i
CC(OC(=O)c1cccc(-n2cnnn2)c1)C(=O)Nc1ccccc1F (configuration not stated),2%,i,-1%,0%,12%,6%,2%,16%,-9%
O=C(CN1CCC(NC(=O)c2cccc(F)c2)CC1)NCc1ccccc1F,0%,i,-13%,-1%,-1%,·,-2%,8%,i
CC(=O)c1c(C)[nH]c(C(=O)COc2ccc3c(C)cc(=O)oc3c2)c1C,-11%,i,-32%,-2%,-5%,-5%,-6%,10%,-25%
O=C(COc1ccc(Br)cc1)NNC(=O)c1ccc(-n2cncn2)c([N+](=O)[O-])c1,-4%,i,-19%,2%,5%,-15%,3%,21%,-31%[inhibitor]
COc1ccc(Nc2nc(C)cc(C)c2C#N)cc1OC,23%,i,2%,-2%,-12%,20%,-1%,1%,i
COc1ccc(C)cc1N(C(=O)c1ccccc1F)c1nc2ccccc2s1,?,i,29%,-14%,11%,27%,9%,20%,i
Clc1ccccc1-c1nnc2sc(-c3ccc(Br)o3)nn12,0%,i,1%,-20%,-2%,35%,-11%,?,i
CCOc1ccc(NC(=O)c2ccc3c(c2)C(=O)N(Cc2ccncc2)C3=O)cc1,-1%,i,-11%,2%,-7%,18%,0%,-24%,-12%
CCCn1c(C(CO)Nc2nc(-c3cccc(Br)c3)cs2)nc2ccccc21 (configuration not stated),?,i,?,3%,-58%[inhibitor],?,-52%[inhibitor],-90%[inhibitor],i
NC(=O)C(=O)NN=C1C2CC3CC(C2)CC1C3,6%,i,4%,5%,-15%,-10%,-1%,4%,i
COc1ccc(C(=O)/C=C2/C(=O)Nc3ccccc32)cc1OC,-34%,i,-13%,4%,-2%,?,2%,-2%,-69%[inhibitor]
CC(c1cccnc1)N(CCN(C)C)C(=O)Nc1ccc(Cl)c(Cl)c1 (configuration not stated),?,i,4%,·,5%,12%,2%,9%,-12%
O=C(COC(=O)c1ccc(NS(=O)(=O)c2cccs2)cc1)Nc1nc2c(F)c(F)c(F)cc2s1,-4%,i,-7%,-13%,-7%,-5%,4%,-6%,-22%
CCN(CCNC(=O)Nc1ccc(Cl)cc1)c1ccccc1,?,i,-23%,0%,24%,-11%,-2%,7%,-9%
O=C(O/N=C\c1ccc(N2CCOCC2)c([N+](=O)[O-])c1)c1ccc(F)cc1,-1%,i,-8%,0%,-4%,·,2%,18%,-35%
Cc1cc2c(cc1S(=O)(=O)Nc1cccc(C#N)c1)OCC(=O)N2,11%,·,1%,·,-4%,8%,·,0%,-6%
Cc1ccc(Cc2c(-c3ccco3)nc3ccc(C)cn23)cc1,14%,i,1%,·,-5%,8%,19%,?,-60%[inhibitor]
Clc1cccc(COn2c(-c3ccc(Cl)cc3Cl)nc3ncccc32)c1,?,i,-19%,0%,-16%,?,21%,?,-3%[57.5 µM]
O=C(COC(=O)Cc1ccc(Cl)cc1Cl)NCCC1=CCCCC1,-17%,i,-9%,-1%,22%,7%,21%,9%,i
O=S(=O)(NCc1ccco1)c1ccc2ccccc2c1,25%,i,10%,2%,23%,19%,0%,?,-13%
Cc1ccc(SCCC(=O)Nc2cccc(N(C)S(C)(=O)=O)c2)cc1,0%,i,-29%,-3%,0%,18%,0%,11%,-21%
O=C(CSc1nnc(Cn2c(=O)sc3ccccc32)n1CCc1ccccc1)N1CCCC1,18%,i,-18%,-2%,-27%,21%,-3%,-6%,-1%
CCCCCCOC(=O)c1ccc(OC(=O)c2cccnc2)cc1,29%,i,1%,-18%,-34%[inhibitor],41%,3%,23%,i
COc1cc(NC(=O)CCS(=O)(=O)c2ccc3c(c2)n(C)c(=O)c(=O)n3C)cc(OC)c1,-7%&-3%,i,-10%&-13%,1%,5%&-21%,-29%&-8%,-3%,4%&-4%,22µM*!
Cc1cccc(N2CCN(C(=O)c3sc4nc5n(c(=O)c4c3C)CCC5)CC2C)c1 (configuration not stated),2%,·,5%,·,-28%,18%,·,27%,-28%
